SRC1 TRFRET art: TR-FRET artefact, counter-screen to PPARgamma/SRC-1 agonist assay | TR-FRET detection artefact counter-screen, emission ratio; hits give high values | TR-FRET ratio at 8 µM | 0.34% of 99,000 active | AID 1051; in the data active means TR-FRET ratio above about 2300; further: inactives centre near 1800; reference of the scale not given here
SRC3 TRFRET art: TR-FRET artefact, counter-screen to PPARgamma/SRC-3 agonist assay; TR-FRET ratio at 8 µM; AID 1048; PPARgamma/SRC-3 format; hits give high values; 0.39% of 99,000 active; in the data active means TR-FRET ratio above about 2000; further: inactives centre near 1600; reference of the scale not given here
Starred values were filed as active, the others as inactive. This is a subset; rates above refer to the full screens.

nr	mol	SRC1 TRFRET art	SRC3 TRFRET art
1	CC(C)CNC(=O)NC(=O)COC(=O)Cn1cnc2ccccc2c1=O	1692	1597
2	Cc1nn(Cc2ccc(F)cc2)c(C)c1NC(=O)CCCn1nc([N+](=O)[O-])cc1C	1559	1734
3	CC(=O)Cn1ncc(N2CCCCC2)c(Cl)c1=O	1606	1417
4	CCC(C)c1ccc(NC(=S)NCc2ccccn2)cc1 (stereo not drawn)	1911	1672
5	COc1cc(/C=N/N=C2/NC(=O)C(Cc3ccccc3)S2)ccc1O (stereo not drawn)	1830	1514
6	CC(C)N(C(=O)Cn1c(-c2ccccc2Cl)nc2ccccc21)c1ccccc1	2182	1722
7	CC(C)Oc1ccc(C(=O)NNC(=O)c2ccccc2C(=O)O)cc1	1957	1511
8	Cc1ccc(C2=NCN(c3ccc(C(=O)O)cc3)C(=S)N2)cc1	1666	1581
9	Cc1ccc(N2NC(C)(c3cccs3)NC2=S)cc1 (stereo not drawn)	1771	1549
10	COc1cc(/C=N/Nc2ccc3ccccc3c2)ccc1OC(=O)c1ccco1	1807	1547
11	Cc1ccc(O)c(C(=O)/C=C/c2ccc3c(c2)OCCCO3)c1	1584	1469
12	CC1=CC(=Nc2c(C)n(C)n(-c3ccccc3)c2=O)C=C(C)C1=O	1638	1511
13	CC(NC(=O)CSc1nnc(-c2cccnc2)n1N)c1ccccc1 (stereo not drawn)	1759	1654
14	Cc1nn(CCCC(=O)Nc2cc(Oc3ccccc3)cc([N+](=O)[O-])c2)c(C)c1[N+](=O)[O-]	1734	1569
15	CCOC(=O)c1c(NC(N)=O)nc2n1CCC2	1764	1560
16	Cc1cc(C)c(OCC(=O)Nc2ccccn2)c([N+](=O)[O-])c1	1987	1529
17	Cc1cccc(NC(=O)c2ccc(NCC3CCCO3)c([N+](=O)[O-])c2)n1 (stereo not drawn)	1839	1502
18	COc1ccc(Oc2ccc(/C=C/C(=O)c3cccc(OC)c3)cc2[N+](=O)[O-])cc1	1653	1622
19	Cc1cc(N)n(-c2ccc(C)c(C)c2)n1	1902	1822
20	Cc1cc(C)c2c(c1)cc(C)c1nnc(SCC(=O)N3CCCc4ccccc43)n12	1594	1441
21	CC(C)N(Cc1ccccc1)C(=S)Nc1ccc(OC(F)F)cc1	1567	1319
22	C=CCOC(=O)C1=C[C@H](C2CCCCC2)[C@@H](CCCO)[C@H](OCC)O1	1638	1370
23	Cc1cc(C(=O)N/N=C/c2ccc3c(c2)OCO3)c(C)o1	1811	1496
24	Cc1ccc2cccc(OCCOCCOc3ccccc3Br)c2n1	1680	1365
25	COc1ccc(/C=C/C(=O)N[C@@H](C)C(=O)O)cc1	1699	1595
26	CCOC(=O)N1CCN(CC(=O)Nc2ccc([N+](=O)[O-])cc2C(=O)Nc2ccccc2F)CC1	1960	1608
27	CC(C)OCCCNc1nc2c([nH]1)c(=O)n(C)c(=O)n2C	1695	1906
28	COc1ccc(C(=O)CSc2ccc(-c3ccco3)nn2)cc1	1866	1523
29	O=C1NN(c2ccccc2)C(=O)/C1=C/c1coc2ccccc2c1=O	1687	1489
30	COc1ccc(CN2CCN(C(=O)c3ccc4nc(N5CCOCC5)sc4c3)CC2)c(OC)c1OC	2131	1745
31	CCOc1ccc(/C=N/NC(=O)c2ccc(Cn3cc(Br)cn3)o2)cc1	1650	1510
32	CCOc1cc(-c2nc(C)c(C(C)=O)n2O)ccc1OCC(=O)Nc1cccc(C)c1	1892	1483
33	Cc1cc(Cl)ccc1N(CC(=O)NCc1ccc2c(c1)OCO2)S(C)(=O)=O	1823	1549
34	CC(=O)c1cnc2cc(-c3cccc(Br)c3)nn2c1C	1707	1633
35	COC(=O)c1sc(NC(=O)COc2c(C)cccc2C)nc1C	1681	1520
36	Brc1ccc(-c2csc(NC3=NCCCCC3)n2)cc1	1781	1479
37	Cc1ccc(C(=O)C(C)N(C(=O)c2ccc(Cl)cc2Cl)N2C(=O)CCCC2=O)cc1 (stereo not drawn)	1797	1462
38	S=C(NCc1ccco1)N1CCN(c2ccccn2)CC1	1875	1363
39	Nc1[nH]ncc1-c1ccc(F)cc1	2028	1556
40	COc1ccc(/C=C/C(=O)OC2CCCN(C)C2)cc1 (stereo not drawn)	1575	1664
41	CC(C)(C)c1ccc(-c2nc(NCc3cccnc3)c3ccccc3n2)cc1	1950	1654
42	Cc1ccc(S(=O)(=O)N2CCC(=O)N(CCOCc3cccc(C(F)(F)F)c3)CC2)cc1	1490	1544
43	Cn1nc([N+](=O)[O-])nc1Oc1ccc(C(C)(C)C)cc1	1498	1537
44	CCOC(=O)c1[nH]c2ccc(OC)cc2c1NC(=O)CN1CCN(c2ccccn2)CC1	2228	1483
45	OCCC1CN(Cc2ccncc2)CCN1C1CCCC1 (stereo not drawn)	1544	1622
46	Cc1onc(-c2ccccc2)c1C(=O)N/N=C/c1cn(C)c2ccccc12	1749	1878
47	Cc1ccc2nc(-c3ccc(NC(=O)COC(=O)c4ccco4)cc3)sc2c1	1766	1634
48	COCCNC(=O)Cn1cc(C(=S)N2CCOCC2)c2ccccc21	1757	1510
49	Cc1ccccc1NC(=S)NCCc1ccc(S(N)(=O)=O)cc1	1822	1482
50	COC(=O)c1sccc1NC(=S)N1C(C)CCCC1C (stereo not drawn)	1780	1387
51	CC(=O)c1ccc2noc(-c3ccc(F)cc3)c2c1	1741	1698
52	Cc1cc(C(=O)COC(=O)c2nc3nccc(C)n3n2)c(C)n1CC1CCCO1 (stereo not drawn)	1433	1499
53	COC(=O)Cn1c(=NC(=O)c2cc(OC)cc(OC)c2)sc2cc(OC)ccc21	1742	1496
54	Cc1cc(C)nc(SCC(=O)NC2CCCC2)n1	1984	1499
55	COc1cc(C(C[N+](=O)[O-])c2c(C)[nH]c3ccccc23)ccc1O (stereo not drawn)	1913	1494
56	O=C(CN1CCN(Cc2ccc3c(c2)OCO3)CC1)Nc1ccc(N2CCOCC2)cc1	1780	1576

(list continues)
nr	mol	SRC1 TRFRET art	SRC3 TRFRET art
57	CN1c2ccccc2C(C)(C)C12CC(c1cccc(S(=O)(=O)N3CCCC3)c1)=NO2 (stereo not drawn)	1583	1377
58	CC(=O)Nc1cccc(Oc2ncnc3scc(-c4ccc(C)cc4)c23)c1	1805	1518
59	O=C(N/N=C/c1ccc(C(F)(F)F)cc1)c1ccc(O)cc1	1692	1530
60	CN(C(=O)CCc1ccccc1)c1nnc(-c2ccncc2)s1	1876	1508
61	CNC(=S)N/N=C/c1cc(C)n(-c2ccc(Cl)c(Cl)c2)c1C	1845	1628
62	COC(=O)N/N=C\c1c(C)[nH]n(-c2ccccc2)c1=O	2053	1616
63	CC(C)COC(=O)C(C)Nc1n[nH]c(=S)[nH]c1=O (stereo not drawn)	2031	1932
64	CCOC(=O)C1(CCc2ccccc2)CCN(C(=O)CN2CCOC2=O)CC1	1871	1799
65	O=C(Nc1cccc(Cl)c1)Nc1ccc(Br)cc1F	1751	1703
66	Cc1ccc(SCCCCN2CCNCC2)cc1	1670	1725
67	CCCN(C(=O)CN1C(=O)NC2(CCCCCC2)C1=O)C1CCS(=O)(=O)C1 (stereo not drawn)	1707	1618
68	Cc1cc(SCNC(=O)c2ccccc2)ncn1	1817	1463
69	CCOC(=O)c1ccc2c(c1)sc(=NC(=O)c1ccco1)n2CCOC	1774	1342
70	Cc1ccc(NC(=O)CC2SC(=O)NC2=O)cc1 (stereo not drawn)	1893	1745
71	COc1ccccc1NC(=O)/C(=N/OCc1ccc(F)cc1)C(C)=O	1657	1716
72	O=C(Cc1ccccc1F)OCC(=O)N1CCc2ccccc21	1774	1772
73	O=C1CC2C(=O)NCCN2C(=NC(=O)c2ccccc2)N1 (stereo not drawn)	2111	1759
74	COc1cc(C(=O)NC(=S)Nc2ccc(NC(=O)c3ccco3)cc2)cc(OC)c1OC	1746	1682
75	Cc1ccsc1/C=N/NC(=O)c1ccco1	1976	1671
76	Cc1ccc2cc(CN(Cc3nnnn3C3CCCC3)C3CCCCC3)c(=O)[nH]c2c1C	1774	1461
77	COc1ccc(C(C)=O)cc1COC(=O)c1ccc(N)c([N+](=O)[O-])c1	1780	1380
78	O=C(Nc1cc(Sc2ccccn2)cc([N+](=O)[O-])c1)c1cccc(F)c1	1611	1484
79	COc1ccc(-c2[nH]c(-c3ccc(C)cc3)nc2SCC(=O)Nc2nccs2)cc1	2025	1522
80	COc1ccc(-n2c(Cc3cccn3C)nnc2SCC(=O)Nc2ccc(C)c(Cl)c2)cc1	1695	1697
81	CCCCN1CCc2c([nH]c3ccccc23)C1=O	1987	1580
82	COc1ccc(-c2csc(NC(=O)c3cc(=O)c4ccccc4o3)n2)cc1OC	1653	1563
83	COc1ccccc1-c1nnc(SC/C(O)=C(\C#N)c2nc3ccccc3[nH]2)n1C1CCCCC1	1969	1706
84	O=C(CCCc1cccs1)Nc1nccs1	1731	1590
85	O=C(/C=C/c1ccccc1)N/C(=C/c1ccccc1)C(=O)Nc1ccc(C(=O)O)cc1	1622	1616
86	O=C(Cn1c(=S)[nH]c2ccccc2c1=O)N1CCN(c2ccccc2)CC1	1624	1745
87	NC(CSCc1ccccc1Cl)C(=O)O (stereo not drawn)	1764	1621
88	CCCn1c(-c2ccc[nH]c2=O)nc2ccccc21	1886	1596
89	CCOc1ccc(OCC)c(S(=O)(=O)N2CCOCC2)c1	1678	1607
90	COCCN(CCOC)S(=O)(=O)c1ccc(C(=O)Nc2nc3c(s2)CCc2ccccc2-3)cc1	1657	1628
91	COc1ccccc1N1CCN(C2CCN(C(=O)COc3cccc(C)c3)CC2)CC1	1600	1657
92	COc1ccc(C2=NN(CN3C(=O)C(=O)c4ccccc43)C(c3ccc(OC)cc3)C2)cc1 (stereo not drawn)	1850	1630
93	CSc1ccccc1C(=O)Nc1ccc(C)cc1C	1716	1684
94	CC(C)C(=O)Nc1ccc2oc(=O)ccc2c1	1638	1447
95	c1csc(-c2cn3ccc4ccccc4c3n2)c1	1849	1515
96	Cc1cccc(C(=O)N[C@H](C(=O)Nc2ccc(C)c(S(=O)(=O)N(C)C)c2)C(C)C)c1	1803	1790
97	CC1CCCN(C(=O)C2(NC(=O)Nc3cccc(F)c3)CCCCC2)C1 (stereo not drawn)	1422	1532
98	O=C(COC(=O)Cc1c[nH]c2ccccc12)Nc1cccc2ccccc12	1671	1525
99	CC(=O)Nc1sc(N/N=C\c2ccccc2F)nc1-c1cccs1	2011	1528
100	Cc1ccc(CN=C(Nc2ccccc2)NC2CCCCC2)cc1	1821	1594
101	O=C(CSc1cc(Cl)ccc1Cl)NC1CCCc2ccccc21 (stereo not drawn)	1627	1559
102	O=C1CN(c2nc(-c3cccnc3)nc3sc4c(c23)CCCC4)CCN1	1771	1477
103	O=[N+]([O-])c1ccc(C[n+]2ccc(Cc3ccccc3)cc2)cc1	1747	1615
104	C/C(=C\c1ccccc1)CN1CCC(C(=O)N2CCCC(C)C2)CC1 (stereo not drawn)	1826	1648
105	CC(C)C(=O)Nc1ccc(C(=O)NNC(=S)NC(=O)c2ccccc2[N+](=O)[O-])cc1	1972	1401
106	CCOc1cc(/C=N/NC(=O)c2ccc(-c3csc(Nc4ccc(C)cc4)n3)cc2)ccc1OCC(=O)O	1551	1446
107	COc1ccc(N(C(=O)c2ccncc2)S(=O)(=O)c2ccc3c4c(cccc24)C(=O)N3C)cc1	1795	1683
108	CCOC(=O)c1c(NC(=O)C2C3C=CC(CC3)C2C(=O)O)sc(C)c1CC (stereo not drawn)	2155	1585
109	COc1cccc(CNC(=O)CCS(=O)(=O)c2cccc3nonc23)c1	2249	1468
110	NC(=O)C(=O)N/N=C/c1c(F)c(F)c(F)c(F)c1F	1800	1513
111	Cc1ccc2nc(SCC(=O)c3c(N)n(C)c(=O)n(C)c3=O)[nH]c2c1	1878	1496
112	O=C(Cc1ccccc1)Oc1coc(CSc2ncccn2)cc1=O	1765	1547

Next records:
nr	mol	SRC1 TRFRET art	SRC3 TRFRET art
113	O=C(NCc1ccccc1)C1CCC1	1910	1577
114	COc1ccccc1NC(=O)c1ccc(NC(=O)COC(=O)CC(NC(=O)c2ccccc2Cl)c2ccccc2)cc1 (stereo not drawn)	1722	1446
115	COc1ccccc1NC(=O)c1ccc(NC(=O)COC(=O)CCC2CCCC2)cc1	1870	1689
116	CCC(=O)Nc1nc(C)c(-c2csc(Nc3cccc(C(=O)O)c3)n2)s1	1922	1623
117	COC(=O)c1c(NC(=S)Nc2cc(OC)c(Cl)cc2OC)sc2c1CCCCC2	1741	1695
118	O=C(Nc1cccc(-c2cn3ccccc3n2)c1)c1ccccc1	1776	1559
119	C=C(C)CNC(=S)NN=C1c2ccccc2-c2ccccc21	1835	1697
120	O=C(NCCN1C(=O)S/C(=C\c2ccccc2)C1=O)c1cc(S(=O)(=O)N2CCOCC2)c(Cl)cc1Cl	1487	1707
